Screening data (PubChem)
SW480 rerep: DNA re-replication induction in SW480 cells; Potency, µM (top dose mostly 46.1 µM), for the others: at the highest dose re-replication activation, usual class: activators; 340,000 compounds, 1.8% hits; SW480 DNA re-replication, Hoechst DNA content imaging, 48 h; note: potency is the fitted concentration of half-maximal effect; % of control where 0% means no effect; nearly all actives have a fitted effect of over 55% in size
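Treated cells incubate 48 hr (37 C, 5% CO2), are stained 40 min with Hoechst, and nuclear fluorescence is enumerated; a rise in nuclei with high DNA signal marks re-replication.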
HT1080-NT tox: kills 2HG-producing HT-1080-NT fibrosarcoma cells; HT-1080-NT fibrosarcoma viability, CellTiter-Glo ATP luminescence, 48 h; Potency, µM (doses to about 46.1 µM), without a hit: at the top dose activity, negative = less viability, hits mostly cytotoxic; 360,000 compounds, 1.6% hits;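 note: NT is the 2HG producing partner of a matched IDH1 knockdown line; potency is the fitted concentration of half-maximal effect; 0% = DMSO-treated cells and -100% = media-only wells without cells; nearly all actives have a fitted effect of over 55% in size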
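750 cells/well, RPMI + 5% FBS; 2 h settle, compound pin-transfer, 48 h at 37 degrees C. CellTiter-Glo 10 min RT, luminescence. Normalized to DMSO and media-only wells.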
KB-3-1 cytotox: kills parental KB-3-1 adenocarcinoma cells | Potency, µM (top dose mostly 46.1 µM), for the others: top-dose activity change, negative = cytotoxic, usual class: cytotoxic | KB-3-1 viability, CellTiter-Glo ATP luminescence, 72 h | AID 1347075 | 400,000 compounds, 1.4% hits; note: potency is the fitted concentration of half-maximal effect; % is set by controls: 0 for no effect and ±100 for the full control effect; nearly all actives have a fitted effect of over 60% in size
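Multi-concentration cytotoxicity screen in KB-3-1 cells grown in DMEM lacking phenol red with 10% FBS. After 72 h at 37 °C with compound, ATP-dependent luminescence was recorded.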
D3 ag: D3 dopamine receptor (human) agonism | D3R DiscoveRx beta-arrestin cells, luminescence, 90 min | max activation, % | 410,000 compounds, 0.58% hits; in the data active = max activation above about 30%; note: 0% is about no effect; mostly tested at two doses, the higher about 12 µM
Target sequence (P35462 whole entry, looked up): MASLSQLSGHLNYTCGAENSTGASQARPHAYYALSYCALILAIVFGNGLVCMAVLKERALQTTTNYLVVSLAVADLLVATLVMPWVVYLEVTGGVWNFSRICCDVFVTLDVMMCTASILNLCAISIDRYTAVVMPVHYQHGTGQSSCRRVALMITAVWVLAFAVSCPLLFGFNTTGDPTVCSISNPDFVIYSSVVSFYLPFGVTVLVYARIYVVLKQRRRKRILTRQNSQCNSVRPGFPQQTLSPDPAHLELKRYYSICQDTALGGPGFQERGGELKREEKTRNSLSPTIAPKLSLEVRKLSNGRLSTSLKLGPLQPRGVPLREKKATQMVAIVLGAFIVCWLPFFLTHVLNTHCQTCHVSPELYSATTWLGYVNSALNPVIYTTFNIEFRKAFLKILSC
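Agonist mode: compounds and dopamine controls were applied to plated cells for 90 min at 37 degrees C after an overnight attachment at 1500 cells/well. Luminescent read-out followed 30 - 60 minutes at room temperature with DiscoveRx detection reagent.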
HEK293 tox: cytotoxicity in counter-screen for GLP-1R inverse agonists; 410,000 compounds, 0.13% hits; HEK293 cAMP-luciferase reporter cells, luminescence, 24 h; Potency, µM (titrated, usually from 38.3 µM), for inactives: top-dose activity change, negative = inhibition, hits mostly inhibitors;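 note: loss of luciferase light is scored as toxicity; potency is the fitted concentration of half-maximal effect; % is set by controls: 0 for no effect and ±100 for the full control effect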
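1536-well qHTS counterscreen of the MLSMR; 200 cells/uL, 12 h pre-incubation, 23 nL cpd, 24 h at 37 deg C 5% CO2, luciferase detection reagent, 12 min RT, luminescence. Inhibition = undesired.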
HT1080 IDH1KD tx: toxicity to HT-1080 IDH1 knockdown cells (counter line); Potency, µM (top dose mostly 46.1 µM), inactives show at the top dose activity, negative = toxicity, actives largely listed as cytotoxic; HT-1080 IDH1 knockdown viability, ATP luminescence, 48 h; 360,000 compounds, 2% hits; AID 686971;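 note: potency is the fitted concentration of half-maximal effect; 0% = DMSO wells and -100% = cell-free medium wells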
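Viability of IDH1-knockdown HT-1080 fibrosarcoma cells was assessed by CellTiter-Glo after 48 h at 37 °C with titrated compound; concentration-effect curves were classified by fit quality and response size.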
IL-1B inflam inh: blocks inflammasome-driven IL-1 beta release; THP-1 LPS/ATP IL-1B secretion, AlphaLISA, 16 h; active compounds read low; AID 743279; activity change, % at 57.5 µM; 360,000 compounds, 4.7% hits; in the data active = activity change below about -50%; inconclusive = mostly about -30% to -49%; note: % is set by controls: 0 for no effect and ±100 for the full control effect
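THP-1 cells pretreated 1 hr with compounds (up to 57.5 uM final), then stimulated with LPS (250 ng/mL final) plus ATP (1.25 mM final); secreted IL-1B measured by AlphaLISA after 16 hr, decreased signal indicating inhibition.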
KB-V1 MDR tox: KB-V1 MDR subline cytotoxicity; AID 1347076; 400,000 compounds, 3.4% hits; Potency, µM (series often up to 46.1 µM), inactives show at the highest dose activity change, negative = cytotoxicity, actives largely listed as cytotoxic; KB-V1 MDR cells viability, CellTiter-Glo, 72 h; note: potency is the fitted concentration of half-maximal effect; % is set by controls: 0 for no effect and ±100 for the full control effect; nearly all actives have a fitted effect of over 60% in size
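KB-V1 MDR subline cells in DMEM (phenol-red free, 10% FBS) exposed to compounds in qHTS concentration series for 72 h at 37 degrees C. Viability read by CellTiter-Glo luminescence; concentration-effect curves fitted after normalization and correction.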
MCF10A rerep: induces DNA re-replication in MCF 10a normal breast cells; MCF 10A DNA re-replication, Hoechst nuclear intensity, 48 h; Potency, µM (doses to about 46.1 µM), without a hit: at the highest dose activity, positive = re-replication, usual class: activators; 350,000 compounds, 2.9% hits; AID 624296; note: potency is the fitted concentration of half-maximal effect; % of control where 0% means no effect; nearly all actives have a fitted effect of over 50% in size
Numbers without * were called inactive; u = inconclusive; x = not tested or not shown; & = joins results of further samples; [ ] = remark or other dose. Unless noted, calls come from the whole dose curve; as a rule, active = well fitted curve in the direction sought with a large enough effect; inconclusive = small, poorly fitted or top-dose-only effect, or another doubt; inactive = no such curve, though single readings can be large; an effect the other way counts as inactive or inconclusive. Some of the compounds tested, so the mix of outcomes need not match the whole.

Values run as follows: SW480 rerep	HT1080-NT tox	KB-3-1 cytotox	D3 ag	HEK293 tox	HT1080 IDH1KD tx	IL-1B inflam inh	KB-V1 MDR tox	MCF10A rerep
> COc1ccc(-n2c(O)c(C(C)=NCc3ccco3)c(=O)[nH]c2=O)cc1
    -7%	7%	3%	0	-6%	13%	5	u	-8%
> CCCC(=O)C1C(=O)NC(=O)NC1=O
    -5%	12%	15%	2	-10%	14%	7	15%	-5%
> CSc1nc2ccccc2c(=O)n1-c1cccnc1
    u	2%	8%	15	-16%	-3%	20	-1%	3%
> COc1ccc(OC)c(CN2CCN(C(=O)Cc3ccccc3)CC2)c1
    2%	-13%	-4%	-14	0%	-1%	5	4%	-5%
> Cc1cc(N/N=C/c2ccc(O)c(C)c2O)nc(-c2ccccc2O)n1
    u	u	u	21	10µM*	u	-98*	u	u
> CSc1nc(Cl)c(Br)c(N2CC2)n1
    0%	17%	13%	8	-1%	5%	10	6%	-2%
> COC(=O)c1ccc(CC(C(=O)c2ccccc2)N(C)C)cc1 (centres undefined)
    -5%	2%	11%	-5	-4%	1%	0	0%	19%
> CCCC(=O)N(C)C1=Nc2ccc(Cl)cc2C(c2ccccc2)=[N+]([O-])C1
    -4%	-5%	17%	-5	1%	-6%	-10	0%	18%
> Cc1cccc(CN2CC=C(c3noc(CCC(=O)Nc4ccc(C)c(F)c4)n3)CC2)c1
    x	x	4%	-19	0%	x	x	-11%	x
> Cc1nccc2c1[nH]c1ccccc12
    -1%	-19%	12%&-8%	7	3%	-14%	-26	-17%&-5%	-3%
> Cc1cccc(C)c1NC(=O)C(c1ccncc1)n1c(=O)c(-c2cc3ccccc3[nH]2)nc2ccccc21 (centres undefined)
    x	21µM*	u	14	256%[activator]	18µM*	-17	u	x
> O=C(CN1CC(c2ccccc2)CC1=O)Nc1ccc(F)cc1 (centres undefined)
    8%	11%	22%	-1	2%	7%	-23	22%	0%
> O=C1CC(N2CC=C(c3ccc(F)cc3)CC2)C(=O)N1c1ccc(F)cc1 (centres undefined)
    2%	11%	5%	-1	-2%	17%	-17	2%	u
> COc1ccc(NC(=O)CN2C(=O)CSC2=O)cc1
    -2%	2%	-1%	6	u	2%	9	-3%	3%
> O=C1CC(=O)N(c2ccc(Cl)cc2Cl)C(=O)N1
    -6%	16%	9%	3	-9%	9%	-19	3%	2%
> O=P1(Nc2cccnc2)COc2ccccc2OC1
    -2%	-4%	4%	-1	2%	-3%	-6	-6%	-1%
> CC(=O)C1(c2ccccc2)CCN(C(=O)C2CCC(=O)N(CCc3cccc(F)c3)C2)CC1 (centres undefined)
    -3%	1%	-9%	5	9%	2%	9	u	0%
> CC(Cc1ccccc1)NCCC(c1ccccc1)c1ccccc1 (centres undefined)
    u	u	0%	-78	u	u	-64*	15µM*	0%
> Cc1cc(/C=C2\C(=O)NC(=O)N(c3ccc(F)cc3)C2=O)c(C)n1-c1ccc(C(=O)O)cc1
    -3%	9%	-11%	-24	8%	0%	-12	3%	18%
> Cc1ccc(OC(F)F)c(N2C(=O)C3C4CCC(O4)C3C2=O)c1 (centres undefined)
    -7%	12%	-1%	0	-5%	1%	5	3%	0%
> CC[C@@]1(O)C(=O)OCc2c1cc1n(c2=O)Cc2cc3c(N)cccc3nc2-1
    1%	2.1µM*	u	-6	u	1.3µM*	-112*	-10%	-65%[inhibitor]
> CC(=O)OC1C=CC2[C@H]3Cc4ccc(O)c5c4[C@@]2(CCN3C)C1O5 (some centres undefined)
    -32%	18%	0%	-14	4%	9%	32	1%	-30%[inhibitor]
> COc1ccc2c(c1OC)C(=O)OC2c1c(O)n(C2CCCCC2)c(=O)[nH]c1=O (centres undefined)
    -2%	17%	4%	7	-5%	12%	6	19%	0%
> O=C1N(c2ccccc2)C(c2cccnc2)N2CCCN12 (centres undefined)
    20%	0%	u	-5	-5%[7.66 µM]	4%	-9	21%	29%
> CCCCCCCC(=O)NC(Oc1ccccc1[N+](=O)[O-])C(Cl)(Cl)Cl (centres undefined)
    10%	-1%	10%	6	-14%	0%	2	5%	21%
> CCC(=O)c1ccc(OCC(=O)N2CCN(CC(=O)Nc3ccc(C)cc3)CC2)cc1
    0%	-1%	1%	3	0%	-2%	14	u	-12%
> Nc1ccc(CCN2CCCC2)cc1
    -4%	11%	2%	-2	1%	8%	2	42%	2%
> COC(=O)C1=C(c2ccccc2)C[C@@H]2CC[C@H]1N2C(=O)N1CCOCC1
    27%	6%	15%	4	19%	2%	22	-5%	8%
> CC[C@H](C)[C@@H]1NC(=O)CNC(=O)c2csc(n2)[C@H](C(C)(C)O)OC(=O)C(C)(C)[C@H](CCCC(C)(Cl)Cl)OC(=O)c2csc1n2
    x	2.1µM*	0.46µM*	0	-44%	0.073µM*	-26	13µM*	x
> NC(N)=Nc1ccc2[nH]c3c(c2c1)C[C@@]1(O)[C@H]2Cc4ccc(O)c5c4[C@@]1(CCN2CC1CC1)C3O5 (some centres undefined)
    u	12%	0%	-2	6%	-6%	-20	0%	-2%
> CCc1nnc(NS(=O)(=O)c2ccc(N=Cc3c(O)n(-c4ccccc4)c(=O)[nH]c3=O)cc2)s1
    -7%	14%	3%	4	-5%	7%	12	26%	12%
> Cc1nn(Cc2ccccc2)c(C)c1C(=O)OCC(=O)Nc1cccc(S(N)(=O)=O)c1
    -1%	-5%	-2%	-1	1%	-13%	-10	1%	19%
> COc1ccc(/C=C2/C(=O)NC(=O)N(c3ccccc3)C2=O)cc1CN1C(=O)c2ccccc2C1=O
    0%	5%	-10%	-3	4%	7%	23	-5%	3%
> COc1ccc(OC)c(C(O)C2CCCCN2)c1 (centres undefined)
    u	5%	-13%	-12	-9%	11%	-6	-1%	1%
> COc1cc(O)cc2c1C(=O)O[C@@H](C)CCCC(=O)CCCCC2
    -11%	4%	0%	-4	-4%	1%	-11	15%	0%
> COc1cccc(OP(=O)(Nc2ccccc2)Oc2cccc(OC)c2)c1
    3%	-30%	4%	12	u	-11%	u	0%	u
> CCc1nc(SC)ncc1C(=O)Nc1ccc(Cl)cc1C(=O)c1ccccc1
    x	x	-3%	4	24%	x	x	-5%	x
> O=c1c2ccccc2nc(/C=C/c2ccco2)n1-c1ccccc1O
    21µM*	-25%	0%	-1	-14%	-27%	u	u	23µM*
> COc1cc(-n2c(=S)[nH]c3ccccc3c2=O)c(Cl)cc1Cl
    -4%	u	u	-10	u	u	0	u	u
> CC1=C(C(=O)Nc2ccccc2)C(c2ccc(C)cc2)N=C(Nc2nc3ccccc3o2)N1 (centres undefined)
    u	u	-2%	17	u	11µM*	-12	0%	u
> CN(C)c1ccc(C(=O)c2ccc(N(C)C)cc2)cc1
    5.2µM*	7.1µM*	u	-8	-9%	2.5µM*	27	u	6.5µM*
> C#C[C@]1(O)CCC2C3CCC4=C/C(=N/OCC(=O)NC(C)C(=O)NC(CCSC)C(=O)O)CC[C@]4(C)C3CC[C@@]21C (some centres undefined)
    -6%	14%	-23%	-7	-3%	2%	-25	-14%	1%
> Cc1cc(Oc2ccc(C(F)(F)F)cc2[N+](=O)[O-])c2c3c(c(=O)oc2c1)CCCC3
    3%	0%	-11%	5	-2%[1.53 µM]	-7%	22	u	12%
> CC(=O)O[C@H]1C[C@@H]2CC[C@@H]3[C@H](CC[C@@]4(C)[C@H]3C[C@H]([N+]3(C)CCCCC3)[C@@H]4OC(C)=O)[C@@]2(C)C[C@@H]1[N+]1(C)CCCCC1
    -23%	-14%	0%	-2&-13	2%	-12%	-21	15%	-32%[inhibitor]
> CCOC(=O)c1cccc(C2=C(CNC(=O)c3cccnc3)[C@H]3CC[C@@H](C2)N3Cc2ccccc2)c1
    x	-14%	-4%	-12	-3%	-13%	u	u	x
> O=C(C(=O)N1CCOCC1)c1cn(Cc2ccccc2Cl)c2ccccc12
    -28%	10%	-10%	0	u	5%	-3	-26%	-3%
> Cc1c(N=Cc2c(O)n(CCc3ccc(F)cc3)c(=O)[nH]c2=O)c(=O)n(-c2ccccc2)n1C
    2%	11%	14%	1	-21%	2%	-13	-4%	-5%
> CCOC(=O)[C@]12Cc3ccc4ccccc4c3[C@H]1N(Cc1ccccc1)C(=O)c1ccccc12
    x	-9%	u	6	5%	1%	-56*	-18%	x
> CC(C(=O)c1ccc2ccccc2c1)N1CCCCC1 (centres undefined)
    5%	12%	-18%	-13	1%	3%	-16	6%	25%
> CCOP(=O)(OCC)C(NC(=O)c1ccc(C)cc1)=C(Cl)Cl
    -26%	0%	u	0	5%	12%	26	-2%	10%

(next part)
Values run as follows: SW480 rerep	HT1080-NT tox	KB-3-1 cytotox	D3 ag	HEK293 tox	HT1080 IDH1KD tx	IL-1B inflam inh	KB-V1 MDR tox	MCF10A rerep
> c1ccc2c(c1)cc1ccc3cccc4ccc2c1c34
    21µM*	-2%	-10%	2	94%[activator]	-5%	-11	3%	u
> CN1CCN(Cc2ccc3ccccc3c2)CC1
    -4%	1%	2%	-3	0%	0%	-5	13%	-7%
> CCOP(=O)(OCC)C(O)c1ccc(N(C)C)cc1 (centres undefined)
    -28%	19%	1%	4	u	20%	-11	-1%	-9%
> COc1ccc(-n2c(O)c(C=NCCN(C)C)c(=O)[nH]c2=O)cc1
    -21%	11%	5%	-18	4%	5%	11	-23%	2%
> Cc1ccc2n1Cc1cnnn1-c1ccccc1-2
    x	-1%	-2%	1	1%	1%	12	6%	x
> C[N+]1(C)[C@@H]2CC[C@H]1CC(OC(=O)C(CO)c1ccccc1)C2 (some centres undefined)
    -79%&3%[inhibitor]	23%	0%	-17&5&-3	-6%	6%	7	19%	0%&7%
